# TRb-SRC2 inh: qHTS for Inhibitors of the Interaction of Thyroid Hormone Receptor and Steroid Receptor Coregulator 2; AID 1469, 2008; hit rate 0.065% among 280,000; TRbeta-SRC2 peptide binding, fluorescence polarization; receptor liganded with 1 µM T3; Potency, µM (top dose mostly 106 µM), for the others: top-dose activity change, negative = inhibition, most hits filed as inhibitors; Thyroid hormone receptor beta (Homo sapiens), P10828;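 also: plate controls were bound peptide for no effect and peptide without receptor for full effect; nearly all actives have a fitted effect of over 50% in size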
#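 Fluorescence polarization of 20 nM Texas Red SRC2 peptide with 0.6 uM human TRb ligand-binding domain, in Tris buffer with 1uM T3 and 5% DMSO. Incubated 5 hr ambient; normalized to unbound and bound controls.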
# L3MBTL1 inh: qHTS Assay for the Inhibitors of L3MBTL1. AlphaScreen L3MBTL1–H3K9me1 peptide binding. Potency, µM (titrated, usually from 57.1 µM), for inactives: at the top dose activity, negative = inhibition, usual class: inhibitors. hit rate 0.66% among 230,000; also: nearly all actives have a fitted effect of over 60% in size
#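 L3MBTL1 50 nM + b-AHA-H3(1-15)K9me1 75 nM, 30 min RT; compound added, 30 min RT; streptavidin donor/Ni-chelate acceptor beads 10 ug/mL each final, 30 min RT dark; AlphaScreen read.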
# JMJD2E inh: qHTS Assay for Inhibitors of Human Jumonji Domain Containing 2E (JMJD2E) | Lysine-specific demethylase 4E (Homo sapiens), B2RXH2 | JMJD2E catalytic domain, FDH-coupled NADH fluorescence (FDH is formaldehyde dehydrogenase) | Potency, µM (doses to about 57.1 µM), for the others: top-dose activity change, negative = inhibition, actives largely listed as inhibitors | hit rate 1.6% among 230,000 | AID 2147, 2009; active = well fitted inhibition curve with a large enough effect, not every such curve was filed as active; inconclusive = small, poorly fitted or top-dose-only effect, or another doubt; inactive = no such curve, though single readings can be large or run the other way;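 also: 0% = wells with enzyme and -100% = buffer wells without enzyme; nearly all actives have a fitted effect of over 50% in size; many of its hits are not listed in these tables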
# TexasRed fluor: Total Fluorescence Counterscreen for Inhibitors of the Interaction of Thyroid Hormone Receptor and Steroid Receptor Coregulator 2; TRb/SRC2 Texas Red total fluorescence interference; Potency, µM (doses to about 106 µM), inactives show at the top dose fluorescence change, negative = quenching; hit rate 0.29% among 280,000; AID 1479, 2009; active = well fitted curve in either direction with a large enough effect; inconclusive = small, poorly fitted or top-dose-only effect
#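 Human TRβ ligand-binding domain (0.6 uM) and Texas Red SRC2 peptide (20 nM) in Tris buffer with 1 uM T3 and 5% DMSO were incubated with pinned compound for 5 hr at ambient temperature. Total fluorescence was computed as S + 2P (555/632 nm).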
# Tau FP inhib: qHTS for Inhibitors of Tau Fibril Formation, Fluorescence Polarization. Potency, µM (highest dose often 57.7 µM), for inactives: top-dose activity, negative = inhibition, hits mostly inhibitors. Microtubule-associated protein tau (Homo sapiens), P10636. hit rate 0.39% among 280,000. K18 P301L tau heparin fibrillization, Alexa594 FP, 6 h; also: nearly all actives have a fitted effect of over 55% in size
# Target sequence (P10636 561-689 P618L limits assumed): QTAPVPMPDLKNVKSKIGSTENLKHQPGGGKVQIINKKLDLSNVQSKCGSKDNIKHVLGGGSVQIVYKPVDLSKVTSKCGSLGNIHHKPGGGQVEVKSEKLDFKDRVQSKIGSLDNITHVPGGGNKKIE
#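 Compound effects on tau fibrillization are measured by Alexa 594 fluorescence polarization (ex 555, em 632 nm). K18 P301L tau is used at 15 uM with 0.24 uM labeled tracer, and 20 uM heparin induces aggregation over 6 hr at 37 C.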
# RECQ1 inh: qHTS Assay for Inhibitors of RecQ-Like Dna Helicase 1 (RECQ1). ATP-dependent DNA helicase Q1 (Homo sapiens), P46063. hit rate 0.54% among 240,000. RECQ1 DNA unwinding, red fluorescence kinetic read. Potency, µM (top dose mostly 57.3 µM), for the others: top-dose activity, negative = inhibition, usual class: inhibitors. AID 2549, 2010;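 also: plate controls were vehicle for no effect and no enzyme for full effect; nearly all actives have a fitted effect of over 30% in size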
# Target sequence (P46063 whole entry, looked up): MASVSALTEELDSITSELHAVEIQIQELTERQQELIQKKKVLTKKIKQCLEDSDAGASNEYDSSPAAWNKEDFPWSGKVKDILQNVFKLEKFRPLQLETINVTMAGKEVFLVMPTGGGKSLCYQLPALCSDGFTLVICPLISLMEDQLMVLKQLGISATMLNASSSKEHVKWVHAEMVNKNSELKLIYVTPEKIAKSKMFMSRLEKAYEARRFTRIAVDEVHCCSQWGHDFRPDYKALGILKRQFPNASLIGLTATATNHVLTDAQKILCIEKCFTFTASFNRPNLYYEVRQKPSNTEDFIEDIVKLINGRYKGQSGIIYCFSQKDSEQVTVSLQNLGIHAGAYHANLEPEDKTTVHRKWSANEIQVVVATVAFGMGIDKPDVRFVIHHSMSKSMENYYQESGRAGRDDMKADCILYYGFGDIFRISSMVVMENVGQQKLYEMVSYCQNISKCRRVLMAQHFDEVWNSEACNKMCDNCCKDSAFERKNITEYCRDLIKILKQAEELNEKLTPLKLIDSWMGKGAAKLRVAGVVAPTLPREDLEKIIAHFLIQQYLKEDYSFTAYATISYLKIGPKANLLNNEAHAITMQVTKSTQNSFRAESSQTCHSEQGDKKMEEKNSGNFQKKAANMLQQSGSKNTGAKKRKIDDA
#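 RECQ1T1 50 nM; forked duplex (20 bp + 30-nt ss tails) 200 nM, ATP 2 mM final; pH 8.0, 2 mM MgCl2, 2.5 ug/ml poly(dI-dC); 15 min compound preincubation; discontinuous kinetic read over 2 h at RT.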
# Tau fibril ThT: qHTS for Inhibitors of Tau Fibril Formation, Thioflavin T Binding; recombinant tau K18 P301L (four-repeat tau fragment), heparin-induced fibrillization, ThT fluorescence; Potency, µM (top dose mostly 57.4 µM), without a hit: at the top dose activity, negative = inhibition, actives largely listed as inhibitors; hit rate 2.1% among 270,000; AID 1460, 2008; Microtubule-associated protein tau (Homo sapiens), P10636; also: nearly all actives have a fitted effect of over 55% in size
#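 In this qHTS, human K18 P301L tau is incubated with compound and heparin for 6 hr at 37 C, and Thioflavin T fluorescence then reports fibril load.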
# GoLoco inh red: qHTS Assay for Inhibitors of RGS12 GoLoco Motif Activity (Red Fluorophore) | Potency, µM (top dose mostly 61.6 µM), for the others: at the top dose activity, negative = inhibition, actives largely listed as inhibitors | hit rate 0.44% among 230,000 | Gai1:RGS12 GoLoco peptide FP, rhodamine, 10 min | Guanine nucleotide-binding protein G(i) subunit alpha-1 (Homo sapiens), P63096; active = well fitted inhibition curve with a large enough effect, not every such curve was filed as active; inactive = no such curve, though single readings can be large or run the other way; also: nearly all actives have a fitted effect of over 30% in size; many of its hits are not listed in these tables
# Active calls of the source: *; i = inactive; ? = inconclusive; . = not tested or not shown; & = joins results of further samples; [ ] = dose if it differs, or a comment. Unless noted, calls follow the shape of the dose curve; as a rule, active = well fitted curve in the direction sought with a large enough effect; inconclusive = small, poorly fitted or top-dose-only effect, or another doubt; inactive = no such curve, though single readings can be large; an effect the other way counts as inactive or inconclusive. Unless noted, % is scaled to controls: 0 for no effect and ±100 for the full control effect; potency is read from the fitted curve at half-maximal effect. The list is partial. The share of hits here may be higher or lower than overall.
SMILES,TRb-SRC2 inh,L3MBTL1 inh,JMJD2E inh,TexasRed fluor,Tau FP inhib,RECQ1 inh,Tau fibril ThT,GoLoco inh red
O=C(NC(=Nc1ccccc1)N1CCOCC1)Nc1ccccc1,0%,3%,-7%,-3%,4%,-3%,3%,-6%
O=C(O)c1ccc(NS(=O)(=O)c2ccc3c(c2)C(=O)c2cc(S(=O)(=O)Nc4ccc(C(=O)O)cc4)ccc2-3)cc1,-6%,-82%,-15%,-5%,4%,-1%,6%,-23%
COc1ccc(OC)c(-n2c(-c3cccc(S(=O)(=O)N(C)C)c3)n[nH]c2=S)c1,-2%,1%,-3%,-3%,-3%,-14%,-9%,-3%
CN1CCN(C(=S)Nc2ccccc2Cl)CC1,-3%,.,-3%,-3%,6%,-3%,-8%,7%
CCn1c(CN2CCC(C)CC2)nc2cc(NC(=O)COc3ccc(Cl)c(C)c3)ccc21,-7%,.,.,4%,-7%,.,1%,.
CCCCCCCCCCCCC/C=C/[C@@H](O)[C@H](CO)NCCCCCCCC,-7%&2%,.,?,1%&-2%,-1%&-3%,-2%,-7%&-13%,-8%&-15%
O=C1c2ccccc2C(=O)N1CCCc1nc(-c2ccncc2)no1,-9%,-6%,1%,-1%,-1%,-3%,-4%,-1%
COc1ccc2c(c1)S/C(=C\C(=O)c1ccncc1)N2C,-8%,-6%,-16%,-4%,6%,17%,?,85%[activator]
CCOc1ccccc1N1CCN(C(=O)c2c(-c3ccccc3Cl)noc2C)CC1,9%,-11%,-4%,0%,-3%,-3%,-4%,0%
CCOc1ccccc1NC(=O)/C=C/C(N)=O,-7%,.,6%,-1%,6%,-11%,-16%,-14%
COc1ccc(-n2c(-c3ccco3)n[nH]c2=S)cc1,-5%,1%,?,1%,-1%,-7%,-14%,14%
COC(=O)c1sccc1NC(=O)COc1cccc(C)c1,-2%,.,-3%,4%,7%,3%,?,-2%
CC(/C=N/NC(=O)Cn1nccc1C)=C\c1ccc(C(C)C)cc1,-2%,0%,-6%,1%,14%,-11%,-8%,1%
O=C(NCC1CCCO1)C(c1ccc(F)cc1)N(C(=O)Cn1nnc(-c2ccc(F)cc2)n1)c1cccc(O)c1 (stereo unspecified),4%,8%,-8%,-1%,2%,-4%,-12%,1%
Cc1ccc(C)c2[nH]c(=O)c(CCNC(=O)c3cc4ccccc4o3)cc12,-11%,4%,-21%,2%,-7%,-14%,-11%,1%
COc1ccc(Nc2nc(N)nc(N)c2S(=O)(=O)c2ccccc2)cc1,10%,.,.,2%,-16%,.,-8%,.
Cn1c(Cc2ccccc2)[n+](C)c2ccccc21,5%,4%,2%,-1%,-3%,-5%,5%,6%
COc1ccccc1OCC(O)Cn1c(Br)nc2c1c(=O)[nH]c(=O)n2C (stereo unspecified),-1%,1%,4%,0%,4%,-3%,7%,-5%
CC1CCCCN1C(=O)C1CCCCN1S(=O)(=O)c1cccc([N+](=O)[O-])c1 (stereo unspecified),-6%,-4%,3%,-5%,0%,-4%,-3%,2%
CCCCC(=O)Nc1c(C)cc(C)cc1Cl,0%,.,-3%,-2%,0%,6%,-5%,-20%
CCc1ccc(Nc2nc(-c3cc4cccc(OC)c4oc3=O)c(CC)s2)cc1,4%,.,.,?,11%,.,?,.
COc1ccc(-n2nc3c(c2NC(=O)c2ccc(S(=O)(=O)N4CCOCC4)cc2)CS(=O)C3)cc1 (stereo unspecified),1%,.,7%,-4%,-4%,-11%,0%,-6%
NC(=O)c1sc(=S)n2c1[nH]c(=O)c1sccc12,-7%,0%,-9%,-4%,1%,4%,11µM*,2%
c1ccc2c(c1)CNc1ccccc1C2,10%,5%[11.4 µM],2%,-1%,10%,-6%,-17%,5%
Cc1ccccc1C(=O)Nc1ccc2c(c1)CCCN2C(=O)c1cccs1,4%,.,.,-1%,10%,.,-13%,.
CCOC(=O)c1c(C)sc2c1N(C(=O)CN(CC)CC)c1cc(Cl)ccc1S2,-7%,.,-1%,1%,-7%,i,-17%,1%
CCn1c(SCC(=O)N2CCCC2)nnc1-c1ccc(N)cc1,7%,-8%,-5%,-3%,9%,2%,7%,-8%
CC(=O)/C(C(=N)N1CCN(Cc2ccccc2)CC1)=C(\C)O,0%,.,-2%,0%,3%,i,-7%,-1%
CCN(CCCNC(=O)CN1C(=O)COc2ccccc21)c1cccc(C)c1,10%,.,0%,0%,7%,-2%,-23%,8%
CC1CCN(C(=O)Cn2cc3c(n2)CCCC3)CC1,-7%,10%,-1%,-2%,0%,-4%,-8%,9%
Cc1ccc(N(C(=O)CCC(=O)Nc2cc(C)on2)C(C(=O)NC2CCCC2)c2ccccc2)cc1 (stereo unspecified),9%,-7%,-5%,-1%,6%,8%,3%,-1%
CC(C)O/C(=N\S(=O)(=O)c1ccc(Cl)cc1)c1ccccc1,7%,.,-4%,0%,1%,-11%,0%,-10%
CCOC(=O)C(c1ccccc1)C(Nc1ccccc1)c1ccccn1 (stereo unspecified),1%,-18%,1%,0%,4%,2%,8%,-6%
COc1cc(C2c3c(n[nH]c3C)C(=O)N2c2ccc(Br)cc2)ccc1O (stereo unspecified),-8%,-2%,-2%,-1%,-7%,-3%,?,10%
O=C(C1CCCCC1)N(CCN1CCN(c2ccccc2CO)CC1)c1ccccn1,2%,.,.,-1%,-1%,i,-4%,-6%
CN1C(=O)c2ccc(NC(=S)NC(=O)C(C)(C)C)cc2C1=O,4%,-2%,?,-4%,4%,-5%,-6%,.
OCCC1CN(Cc2ccon2)CCN1Cc1ccc(F)c(F)c1 (stereo unspecified),3%,14%,6%,-6%,11%,i,2%,19%
Cc1ccc(CN(Cc2ccco2)S(=O)(=O)c2ccc(S(=O)(=O)NCC3CCCO3)cc2)cc1 (stereo unspecified),-4%,9%,-2%,1%,1%,-5%,-6%,-15%
Cc1ccc(Nc2nnc(SCC(=O)c3cc4ccccc4o3)s2)cc1C,7%,-8%,-3%,-1%,-2%,i,?,54%[activator]
CCC(=O)Nc1ccc(Nc2nc(C)c([N+](=O)[O-])c(Nc3ccc(NC(=O)CC)cc3)n2)cc1,8%,7%,-5%,-3%,?,-3%,28µM*,4%
Cc1cc(C)cc(OCC(=O)NNC(=O)CCN2C(=O)c3ccccc3C2=O)c1,2%,8%,7%,-3%,5%,-4%,-5%,8%
CN(C(=O)COc1ccc(S(=O)(=O)N2CCOCC2)cc1[N+](=O)[O-])C1CCS(=O)(=O)C1 (stereo unspecified),-3%,-5%,?,-12%,8%,i,-5%,9%
O=C(O)c1ccc2c(c1Nc1ccccc1)C(=O)c1ccccc1C2=O,8%,-24%,-28%,1%,-7%,0%,?,-8%
C=CCNC(=O)NC(=O)COC(=O)COc1ccc(Br)cc1F,0%,14%,-8%,2%,-10%,-12%,-1%,-7%
O=S(=O)(c1ccccc1Cl)N1CCC(O)(c2ccc3c(c2)OCO3)CC1,3%,1%,4%,-5%,5%,-6%,-7%,6%
Cc1oc2ccc(O)c(CN3CCN(C)CC3)c2c1C(=O)Nc1ccccc1,-7%,.,.,1%,5%,.,8%,.
Cc1nnc(SCCN2CCOCC2)n1C,-2%,-2%,?,1%,-1%,-3%,-6%,-18%
CCn1nnc2cc(C(=O)Nc3cccc(C)c3C)ccc21,9%,.,.,0%,-2%,.,-18%,.
Cc1ccc(-c2nnc(Nc3cccc(O)c3)c3ccccc23)cc1S(=O)(=O)N1CCCCC1,2%,.,.,-9%,?,.,-13%,.
COC(=O)c1ccc(NC(=S)Nc2ccccn2)cc1,-10%,1%,2%,-2%,-7%,1%,-11%,-22%
COc1ccc2cnn(CCOc3ccccc3)c(=O)c2c1OC,7%,-2%,?,-6%,3%,-3%,-7%,2%

# Compounds from the list above containing two or more sulfur atoms:
SMILES,TRb-SRC2 inh,L3MBTL1 inh,JMJD2E inh,TexasRed fluor,Tau FP inhib,RECQ1 inh,Tau fibril ThT,GoLoco inh red
O=C(O)c1ccc(NS(=O)(=O)c2ccc3c(c2)C(=O)c2cc(S(=O)(=O)Nc4ccc(C(=O)O)cc4)ccc2-3)cc1,-6%,-82%,-15%,-5%,4%,-1%,6%,-23%
COc1ccc(OC)c(-n2c(-c3cccc(S(=O)(=O)N(C)C)c3)n[nH]c2=S)c1,-2%,1%,-3%,-3%,-3%,-14%,-9%,-3%
COc1ccc(-n2nc3c(c2NC(=O)c2ccc(S(=O)(=O)N4CCOCC4)cc2)CS(=O)C3)cc1 (stereo unspecified),1%,.,7%,-4%,-4%,-11%,0%,-6%
NC(=O)c1sc(=S)n2c1[nH]c(=O)c1sccc12,-7%,0%,-9%,-4%,1%,4%,11µM*,2%
CCOC(=O)c1c(C)sc2c1N(C(=O)CN(CC)CC)c1cc(Cl)ccc1S2,-7%,.,-1%,1%,-7%,i,-17%,1%
Cc1ccc(CN(Cc2ccco2)S(=O)(=O)c2ccc(S(=O)(=O)NCC3CCCO3)cc2)cc1 (stereo unspecified),-4%,9%,-2%,1%,1%,-5%,-6%,-15%
Cc1ccc(Nc2nnc(SCC(=O)c3cc4ccccc4o3)s2)cc1C,7%,-8%,-3%,-1%,-2%,i,?,54%[activator]
CN(C(=O)COc1ccc(S(=O)(=O)N2CCOCC2)cc1[N+](=O)[O-])C1CCS(=O)(=O)C1 (stereo unspecified),-3%,-5%,?,-12%,8%,i,-5%,9%

# Screening data (PubChem)
